phage Ecoli inh = E. coli growth loss with phage present. AID 651602. growth absorbance. inhibition, % at 11.9 µM. hit rate 0.26% among 360,000; in the data active means inhibition above about 11%
AddAB inh = less growth of phage-infected E. coli with AddAB. E. coli expressing H. pylori AddAB, absorbance growth. inhibition, % at 11.9 µM. hit rate 0.29% among 330,000. AID 435030; in the data active means inhibition above about 12%;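 further: 0% = vehicle wells of infected cells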
Tat export inh = inhibitors of E. coli Tat protein transport; E. coli MC4100 TorA-mCherry Tat export, fluorescence; inhibition, % at 10 µM; hit rate 0.036% among 340,000; AID 488895;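 active means mean replicate inhibition at least 50% and at least half of replicates individually reaching 50%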;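 further: exported cargo escapes ClpAP degradation while cytoplasmic cargo is degraded and loses fluorescence; 0% = median of neutral control wells and 100% = median of NaSCN control wells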
E coli growth = counter-screen for AddAB inhibitors: E. coli growth inhibition | E. coli V3065 growth, OD600 absorbance, 18 h | inhibition, % at 11.9 µM | hit rate 0.27% among 330,000 | AID 449728;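 active means inhibition above the campaign's mean inhibition across all tested compounds plus 3 SD, cut at about 9.9% in these data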;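 further: uninfected addAB+ strain grown without phage in ampicillin broth; 0% = DMSO wells and 100% = ciprofloxacin 0.95 µg/ml wells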
PKA-R1A act = PKA-R1A complex activation. hit rate 0.083% among 340,000. PKA-R1A dissociation, Cy5-IP20 fluorescence polarization; scaled: DMSO 0%, 113 µM cGMP 100%. activation, % at 11.4 µM. AID 504707;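 active means percent activation above the mean of all tested compounds plus 3 SD, cut at about 19% in these data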;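 further: higher means more PKAc released from R1A so a rise in polarization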
SUMO Mot1 rescue = inhibitors of SUMOylation pathway: yeast Mot1-301 growth rescue; S. cerevisiae Mot1-301 growth rescue, ATP luminescence, 38.5C; percent above DMSO median, 100 means doubled; growth rescue, % at 18.8 µM; hit rate 1% among 320,000;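 active means every valid replicate shows activation above 250% relative to neutral control wells; inactive means the rest, any valid replicate at or below 250%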;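 further: OY570 slx delta 5 strain wells were the positive control but not used for scaling; some compounds called inactive have numbers as strong as hits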
CDK5 p35 inh = inhibitors of human CDK5/p35 kinase | Q00535+Q15078 | Recombinant CDK5/p35, ADP-Glo luminescence, 60 min | hit rate 0.01% among 330,000 | inhibition, % at 10 µM;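 active means highest replicate inhibition of at least 50% and at least 75% of replicates reaching 50%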;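 further: plate controls were DMSO neutral control for no effect and GW8510 at 10 µM for full effect; many of its hits are not listed in these tables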
Target sequence (Q00535 whole entry, looked up): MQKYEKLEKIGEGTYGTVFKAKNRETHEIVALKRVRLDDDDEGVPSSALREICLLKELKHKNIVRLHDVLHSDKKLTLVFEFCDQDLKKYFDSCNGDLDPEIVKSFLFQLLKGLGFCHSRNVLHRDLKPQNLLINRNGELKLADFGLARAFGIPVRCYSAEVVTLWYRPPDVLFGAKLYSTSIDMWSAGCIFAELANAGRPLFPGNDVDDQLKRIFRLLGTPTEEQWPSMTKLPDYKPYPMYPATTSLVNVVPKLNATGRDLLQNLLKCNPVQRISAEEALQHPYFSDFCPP
Target sequence (Q15078 whole entry, looked up): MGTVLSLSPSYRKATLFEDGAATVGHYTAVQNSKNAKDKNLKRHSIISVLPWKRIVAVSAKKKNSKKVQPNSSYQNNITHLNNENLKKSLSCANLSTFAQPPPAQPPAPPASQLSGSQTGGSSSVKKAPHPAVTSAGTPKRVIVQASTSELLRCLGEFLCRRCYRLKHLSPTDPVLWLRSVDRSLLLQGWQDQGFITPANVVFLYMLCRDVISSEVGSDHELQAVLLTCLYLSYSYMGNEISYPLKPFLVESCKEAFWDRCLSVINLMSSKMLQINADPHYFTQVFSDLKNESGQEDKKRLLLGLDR
DAGLB inh = blocks human DAGLB lipase activity; Q8NCG7; HEK293T DAGLB membrane lysate, EnzChek fluorogenic substrate; inhibition, % at 5.17 µM; hit rate 0.059% among 340,000; in the data active means inhibition above about 34%;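 further: 0% = enzyme with vehicle and 100% = wells lacking enzyme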
HTR5A inv ag = HTR5A inverse agonism, opioid heterodimer counter-screen; HTR5A cell line, luminescence; hit rate 0.083% among 340,000; P47898; AID 504634; inhibition, % at 9.3 µM; in the data active means inhibition mostly above about 23%, no sharp cut-off; inactive means mostly below about 18%;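 further: 0% = cells with DMSO and 100% = no-cell wells with DMSO; some compounds called inactive have numbers as strong as hits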
HTR5A ag ctr = HTR5A agonism, opioid heterodimer counter-screen; hit rate 0.61% among 340,000; AID 504692; P47898; HTR5A agonist assay, luminescence, cell-based; activation, % at 9.3 µM; in the data active means activation mostly above about 9.5%, no sharp cut-off; inactive means mostly below about 7.6%;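 further: 0% = cells with vehicle only and 100% = reference agonist; strong numbers were not always called active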
PKA-R2B act = activators of human PKA-R2B complex; P22694+P31323; PKA-R2B holoenzyme dissociation, Cy5-IP20 fluorescence polarization; R2B truncated from residue 108, S112A mutant; 0% DMSO only, 100% 113 µM cGMP; activation, % at 11.4 µM; hit rate 0.079% among 340,000; AID 504700;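 active means activation above a cutoff set at the mean over all compounds plus 3 SD, cut at about 18% in these data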;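 further: higher means more holoenzyme dissociation and a rise in polarization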
Target sequence (P31323 whole entry, looked up, other chains not shown, the tested form may be a part): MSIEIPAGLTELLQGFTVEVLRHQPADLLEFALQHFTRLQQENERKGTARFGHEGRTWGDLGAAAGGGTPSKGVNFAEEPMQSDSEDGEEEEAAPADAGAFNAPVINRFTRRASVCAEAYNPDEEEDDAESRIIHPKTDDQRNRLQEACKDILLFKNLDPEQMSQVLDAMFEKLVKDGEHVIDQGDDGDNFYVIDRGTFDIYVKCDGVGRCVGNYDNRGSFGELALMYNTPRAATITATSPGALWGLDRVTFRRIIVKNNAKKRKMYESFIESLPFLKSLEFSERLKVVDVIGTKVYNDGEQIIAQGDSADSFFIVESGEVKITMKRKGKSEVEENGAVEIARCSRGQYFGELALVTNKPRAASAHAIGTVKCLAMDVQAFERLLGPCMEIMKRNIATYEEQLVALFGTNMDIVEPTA
An asterisk follows results filed as active; . = no result given.

SMILES | phage Ecoli inh | AddAB inh | Tat export inh | E coli growth | PKA-R1A act | SUMO Mot1 rescue | CDK5 p35 inh | DAGLB inh | HTR5A inv ag | HTR5A ag ctr | PKA-R2B act
COc1ccc(N/C(N)=N/c2nc(C)cc(=O)[nH]2)cc1 | 2.9 | 0.0 | 7 | -1.3 | -4 | 3 | -0.9 | 2 | 9 | -3 | 4
O=c1c(Cc2ccc(Cl)cc2Cl)c(O)ccn1CC(F)(F)F | 2.2 | -1.1 | -5 | -2.4 | 3 | 20 | 0.9 | -3 | -7 | 2 | 0
CC(C)C[C@@H](CO)N1CCN(Cc2cccnc2)CCC1=O | -2.6 | 4.2 | 7 | 2.6 | -4 | 621* | -0.1 | -1 | 28* | -10 | -20
Cn1c(=O)c2c(nc(NCCOc3ccc(F)cc3)n2C)n(C)c1=O | 3.4 | -1.7 | 3 | 1.8 | -1 | -16 | -0.3 | -1 | -13 | -4 | -3
Cc1oc(-c2cc3c(cc2Cl)OCO3)nc1CN1CCCC1c1ccc(F)cc1 (stereo not drawn) | 4.0 | 2.4 | -8 | -2.2 | -15 | 11 | 0.4 | -9 | 11 | -4 | 6
COc1ccc(CNC(=O)C(=O)c2cn(CC(=O)N3CCCC3)c3ccccc23)cc1 | -2.0 | 1.2 | 4 | 2.1 | -13 | -6 | -2.0 | 2 | 13 | 0 | -7
CC1CCCCC1NC(=O)c1nn(C)c(=O)c2ccccc12 (stereo not drawn) | 1.9 | 0.7 | 7 | -0.9 | 3 | 87 | -1.7 | -1 | -37 | -1 | -14
Cn1cccc1C(=O)Nc1ccc(Cl)c(S(=O)(=O)N2CCCCC2)c1 | -2.3 | -0.3 | -4 | 0.4 | -4 | -9 | 0.7 | -2 | 6 | -2 | -4
N#Cc1c(-c2ccccc2)c(-c2ccccc2)nn(CC(=O)NNC(=O)Nc2ccccc2)c1=O | 2.6 | 4.1 | 6 | 2.8 | 2 | -23 | -3.2 | 1 | 16 | -1 | -4
Cc1nc(NC(=O)c2ccccc2)sc1-c1csc(Nc2ccc(C(=O)O)cc2)n1 | 1.9 | . | -8 | . | 0 | . | 1.7 | 2 | 2 | -1 | 10
COc1cccc(CN2CCCC(C(=O)c3ccc4c(c3)OCO4)C2)c1OC (stereo not drawn) | 4.0 | 3.8 | -4 | -1.3 | 7 | -22 | -0.1 | -1 | 10 | 0 | 2
CCN(CC)S(=O)(=O)c1ccc(N2CCc3cc(OC)c(OC)cc3C2)nc1 | 2.2 | 2.8 | 4 | -1.1 | -3 | 2 | 0.0 | -1 | -19 | 1 | -1
O=[N+]([O-])c1ccc2c(c1)/C(=N\O)c1ccccc1-2 | 4.9 | 0.7 | 2 | 1.7 | -1 | 9 | 0.1 | -5 | -8 | 3 | -9
O=C(/C=C/c1ccccc1)NCCc1c[nH]c2ccccc12 | 2.8 | -0.5 | 1 | 1.6 | 2 | 22 | 0.2 | 3 | -2 | -10 | -11
COCCNC(=O)COc1ncnc2ccc(Br)cc12 | 2.9 | 3.6 | 13 | -0.7 | 1 | 17 | 0.0 | 1 | -9 | 6 | -7
COc1cccc(OCCNC(=O)CSc2ccc(C(F)(F)F)cc2[N+](=O)[O-])c1 | -0.1 | 2.4 | 6 | -1.3 | -7 | -17 | 1.0 | -1 | -19 | 4 | 1
Oc1cccc(-n2nnnc2SCc2ccccc2F)c1 | -1.0 | -0.6 | -3 | 0.2 | 6 | 13 | 1.0 | -4 | 13 | -4 | -1
COC(=O)C1CN(C(=O)COc2ccccc2C)c2ccccc2O1 (stereo not drawn) | 0.2 | 3.8 | 2 | -0.8 | -3 | -18 | 2.5 | -2 | -7 | 2 | -1
O=C(Nc1ccccc1)C1CCCN1S(=O)(=O)c1cccs1 (stereo not drawn) | 2.1 | 2.8 | 1 | 2.8 | -1 | -14 | 0.5 | 2 | -12 | -5 | 14
COc1cccc(C(=O)Nc2nnc(-c3cccs3)o2)c1 | 3.0 | 12* | 5 | -1.7 | 11 | 5 | 1.4 | 2 | -3 | 1 | -10

Overlap with the part before: 4 entries, then new ones.
SMILES | phage Ecoli inh | AddAB inh | Tat export inh | E coli growth | PKA-R1A act | SUMO Mot1 rescue | CDK5 p35 inh | DAGLB inh | HTR5A inv ag | HTR5A ag ctr | PKA-R2B act
Oc1cccc(-n2nnnc2SCc2ccccc2F)c1 | -1.0 | -0.6 | -3 | 0.2 | 6 | 13 | 1.0 | -4 | 13 | -4 | -1
COC(=O)C1CN(C(=O)COc2ccccc2C)c2ccccc2O1 (stereo not drawn) | 0.2 | 3.8 | 2 | -0.8 | -3 | -18 | 2.5 | -2 | -7 | 2 | -1
O=C(Nc1ccccc1)C1CCCN1S(=O)(=O)c1cccs1 (stereo not drawn) | 2.1 | 2.8 | 1 | 2.8 | -1 | -14 | 0.5 | 2 | -12 | -5 | 14
COc1cccc(C(=O)Nc2nnc(-c3cccs3)o2)c1 | 3.0 | 12* | 5 | -1.7 | 11 | 5 | 1.4 | 2 | -3 | 1 | -10
CC(C)(C)CNC(CO)C12CC3CC(CC(C3)C1)C2 (stereo not drawn) | 3.2 | 3.5 | -4 | 1.8 | -7 | -6 | -0.3 | -1 | -10 | 2 | -3
CC1CCN(CC(=O)NC(=O)NCc2ccccc2)CC1 | 2.4 | 2.8 | -2 | 0.3 | -3 | 332* | -0.5 | 2 | -22 | 6 | 3
Cc1c(C(=O)NNC(=O)c2ccccc2O)oc2ccc(Br)cc12 | 13* | 21* | -1 | 19* | -2 | -14 | -2.2 | 24 | -4 | 3 | -2
CC1=CC(=O)C(C(C)=Nc2cccc(Cl)c2)C(=O)O1 (stereo not drawn) | 2.6 | . | 3 | . | -4 | . | -0.5 | 0 | 12 | -3 | -1
O=C(Nc1ccc(CN2CCCCC2)cc1)c1c(F)c(F)c(F)c(F)c1F | 3.4 | 3.0 | -5 | -1.2 | 7 | -3 | 0.8 | 0 | -11 | 1 | -4
O=C1N[C@@H](Cc2ccccc2)[C@@H](c2ccco2)O1 | 0.9 | 3.1 | 5 | -0.5 | -9 | -27 | 3.9 | 0 | 1 | -1 | 3
O=C(COC(=O)c1cnccn1)Nc1ccc(Cl)cc1 | 0.6 | -1.1 | 7 | -1.3 | -6 | -18 | 1.1 | 0 | -1 | 2 | -3
COc1cccc(N=Nc2c(N)[nH]n3c(=O)c4c(nc23)CCCC4)c1 | 3.5 | -2.5 | -1 | -6.7 | . | 1 | 0.1 | . | . | . | .
Cc1ccc(CSCC(Nc2ccc(C(=O)O)cc2[N+](=O)[O-])C(=O)O)cc1 (stereo not drawn) | 1.4 | -0.1 | 7 | -0.5 | 2 | 2 | 0.7 | 3 | 7 | -3 | 8
Cc1ccc(C2C3=C(CC(C)(C)CC3=O)N(CCN3CCOCC3)C3=C2C(=O)CC(C)(C)C3)cc1 | 1.3 | 1.9 | -1 | -0.8 | -7 | 12 | 3.0 | -2 | -2 | 0 | -9
COc1ccc(N2C(=O)CC(SC(C)C)C2=O)cc1 (stereo not drawn) | 2.4 | 0.0 | -10 | 0.2 | -1 | -1 | 0.1 | -4 | 2 | -1 | 8
COc1ccc(-c2n[nH]c(=S)n2/N=C/c2cccn2C)cc1 | 1.9 | 4.5 | -1 | -1.1 | 0 | 1 | 8.3 | -5 | -3 | 4 | -4
COc1ccc(-c2nc3c(-c4ccccc4)cnn3cc2C)cc1F | 1.7 | -1.2 | 2 | -2.2 | 0 | 30 | -0.6 | -8 | -17 | -3 | -15
CC(=O)Oc1ccccc1C(=O)N(C1CCCCC1)C1CCCCC1 | 1.9 | 1.2 | 2 | -1.7 | -5 | 5 | -0.5 | -14 | -14 | 4 | 8
O=C1C(O)CC2c3ccccc3CC3(CCCC3)N12 (stereo not drawn) | 1.7 | 1.4 | 2 | 0.2 | -9 | 241 | 0.9 | 4 | 6 | -2 | 6
COc1ccc2c(c1)c(CC(=O)OCC(=O)N(C)C)c(C)n2C(=O)c1ccc(Cl)cc1 | -0.1 | -1.2 | 4 | -0.1 | 0 | 4 | -1.3 | -4 | -16 | 6 | -4
CCNC(=O)COc1ccc(CC)cc1 | 0.4 | 2.0 | 5 | 0.7 | 3 | -8 | 1.5 | -3 | -30 | 0 | 7
O=C(COC(=O)C1CCN(c2ccc(C(F)(F)F)cn2)CC1)NCc1ccc(Cl)cc1Cl | -0.5 | 0.9 | 13 | -0.1 | 6 | 8 | 0.4 | -5 | 6 | -2 | 5
CCN(CC)c1ccc(S(=O)(=O)N2CCOCC2)cc1NC(=O)Cn1nc(C)c([N+](=O)[O-])c1C | -2.2 | 1.8 | -1 | 0.5 | -3 | -6 | -1.0 | 0 | -19 | -1 | -2
COc1ccc(OC)c(NC(=O)c2ccc(-n3cccn3)nc2)c1 | 1.9 | 0.5 | -1 | -1.5 | -3 | 6 | -2.6 | -1 | 10 | 1 | -5
CC/C(C)=N\NC(=O)CNC(=O)c1ccc(Cl)cc1Cl | 4.1 | 0.4 | 4 | -4.2 | -4 | 10 | 0.9 | 1 | -6 | 2 | -4
O=C(CNS(=O)(=O)c1ccccc1)NCc1cccnc1 | 2.3 | 1.2 | 0 | -2.1 | 4 | 12 | 0.7 | 0 | -1 | 0 | -5
CC(Sc1nc(-c2ccccc2)cc(C(F)(F)F)n1)C(=O)Nc1ccc2c(c1)OCO2 (stereo not drawn) | 1.2 | 2.9 | -6 | -0.5 | 0 | -16 | -1.8 | -2 | 4 | -1 | 0
CCc1n[nH]c(=S)n1/N=C/c1cc(OC)cc([N+](=O)[O-])c1O | 3.7 | 3.6 | 0 | -3.0 | -14 | 12 | 1.9 | 9 | 12 | -4 | -3
Cc1ccccc1NC(=S)NCc1ccc2[nH]c3c(c2c1)CCCC3 | 3.9 | 3.9 | 4 | 3.8 | -4 | -6 | 0.8 | 1 | -10 | 4 | 3
NC(=O)c1ccc(NC(=O)COC(=O)CCC2CCCCC2)cc1 | 0.1 | 2.5 | 1 | 0.3 | -6 | 38 | 1.0 | -3 | 11 | -1 | 1
Cc1cc2oc(C(=O)Nc3cccnc3)c(C)c2cc1C | 3.9 | 2.6 | 0 | -0.3 | -2 | 14 | -2.0 | -1 | 3 | -1 | -2
COCCNC(=O)C(=O)N/N=C/c1cccs1 | 0.4 | 1.4 | -4 | 0.2 | -13 | . | 0.3 | -2 | 3 | 1 | 8
Cc1cc(-c2nnc(SCC(=O)Nc3ccc(Cl)cn3)n2N)n[nH]1 | 1.0 | 3.2 | -3 | 0.1 | 8 | 411 | -0.2 | 2 | -9 | -3 | 7
Cc1ccc(OC(=O)c2ccncc2)c(C)c1 | -0.6 | -0.3 | 18 | -2.5 | 1 | 5 | -0.4 | 0 | -1 | 8 | 0
O=C(N/N=C/c1ccncc1)c1ccccn1 | -1.7 | -0.5 | 1 | -0.6 | -1 | -1 | 2.8 | 1 | -9 | 2 | -14
O=C(Nn1c(-c2ccccc2)nc2ccccc2c1=O)c1ccc([N+](=O)[O-])cc1 | 5.2 | 2.1 | -3 | -1.9 | -14 | -13 | -1.3 | -3 | 1 | 0 | -8

Screens from PubChem BioAssay.
